APEX1 inh = blocks human APE1 abasic DNA cleavage; P27695; recombinant APE1, TAMRA/BHQ-2 abasic DNA cleavage fluorescence; Potency, µM (doses to about 65.8 µM), without a hit: at the highest dose activity change, negative = inhibition, most hits filed as inhibitors; actives 0.35% (n = 350,000);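 note: potency is the fitted concentration of half-maximal effect; plate controls were vehicle for no effect and reference inhibitor for full effect; nearly all actives have a fitted effect of over 55% in size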
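Kinetic fluorescence read (525 ex/598 em nm, three reads 60 s apart) of AP-site incision; signal = third minus first read. Enzyme 0.75 nM, dual-labelled THF duplex 50 nM, compound preincubation 15 min RT.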
Glioma ERSR ind = ER stress response induction in glioma; AID 602332; Potency, µM, for inactives: top-dose activation, usual class: activators; actives 0.02% (n = 420,000); U87-MG GRP78 promoter luciferase reporter, 16 h; note: potency is the fitted concentration of half-maximal effect; series mostly up to about 76 µM; % of control where 0% means no effect; nearly all actives have a fitted effect of over 35% in size
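Stably transfected U87-MG glioma cells carrying a GRP78-based luciferase sensor; 16 h compound incubation. Luminescence end-point read 10 min after Bright-Glo addition at room temperature.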
POLI inh = blocks human DNA polymerase iota activity; Potency, µM (highest dose often 115 µM), without a hit: at the highest dose activity, negative = inhibition, hits mostly inhibitors; Q9UNA4; Pol iota fluorescent replication assay, 10 min; actives 1% (n = 390,000); AID 588590; note: potency is the fitted concentration of half-maximal effect
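Fluorescent replication assay read twice, at 0 min and 10 min after adding 50 nM (final) substrate. Enzyme (10 nM) and compounds were first incubated 15 min at room temperature; enzyme-free buffer wells were negative controls.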
LDHA block = inhibitors of human lactate dehydrogenase A; actives 0.15% (n = 480,000); P00338; activity change, % (values are at about 110 or 230 µM); purified LDHA, NADH/diaphorase-resazurin fluorescence; stronger effect = lower value; in the data active = activity change below about -30%; inconclusive = mostly about -25% to -30%;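 note: plate controls were DMSO wells for no effect and wells without enzyme for full effect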
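Remaining NADH was detected by diaphorase (0.133 mg/mL) converting 37 µM resazurin to fluorescent resorufin, read at 0 and 20 minutes. The preceding 5-minute room-temperature reaction used 2 nM LDHA, 0.2 mM sodium pyruvate and 0.06 mM NADH at pH 7.4.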
Apoferritin bind = binds horse apoferritin like a general anesthetic | P02791 | apoferritin/1-aminoanthracene competitive binding, fluorescence | Potency, µM (top dose mostly 77.5 µM), for the others: at the highest dose activity change, negative = displacement, actives largely listed as inhibitors | actives 0.074% (n = 350,000) | AID 485281; note: potency is the fitted concentration of half-maximal effect; % is set by controls: 0 for no effect and ±100 for the full control effect; nearly all actives have a fitted effect of over 20% in size
Target sequence (P02791 2-175 limits assumed): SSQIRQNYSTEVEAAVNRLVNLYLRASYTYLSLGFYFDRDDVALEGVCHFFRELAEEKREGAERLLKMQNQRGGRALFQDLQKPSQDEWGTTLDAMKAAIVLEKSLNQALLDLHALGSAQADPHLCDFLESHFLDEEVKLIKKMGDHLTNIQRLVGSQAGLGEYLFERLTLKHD
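Read-out: endpoint 1-AMA fluorescence, excitation 380 nm and emission 535 nm, after compounds sit 10 min at room temperature with 10 uM horse-spleen apoferritin in 50% saturated 1-AMA/PBS. Values come from four-parameter Hill fits.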
POLK inh = blocks human DNA polymerase kappa activity; AID 588579; Q9UBT6; actives 0.53% (n = 400,000); Potency, µM (series often up to 107 µM), for the others: at the highest dose activity, negative = inhibition, usual class: inhibitors; purified Pol kappa, fluorescent DNA synthesis assay, 10 min; note: potency is the fitted concentration of half-maximal effect; % is set by controls: 0 for no effect and ±100 for the full control effect
Target sequence (Q9UBT6 whole entry, looked up): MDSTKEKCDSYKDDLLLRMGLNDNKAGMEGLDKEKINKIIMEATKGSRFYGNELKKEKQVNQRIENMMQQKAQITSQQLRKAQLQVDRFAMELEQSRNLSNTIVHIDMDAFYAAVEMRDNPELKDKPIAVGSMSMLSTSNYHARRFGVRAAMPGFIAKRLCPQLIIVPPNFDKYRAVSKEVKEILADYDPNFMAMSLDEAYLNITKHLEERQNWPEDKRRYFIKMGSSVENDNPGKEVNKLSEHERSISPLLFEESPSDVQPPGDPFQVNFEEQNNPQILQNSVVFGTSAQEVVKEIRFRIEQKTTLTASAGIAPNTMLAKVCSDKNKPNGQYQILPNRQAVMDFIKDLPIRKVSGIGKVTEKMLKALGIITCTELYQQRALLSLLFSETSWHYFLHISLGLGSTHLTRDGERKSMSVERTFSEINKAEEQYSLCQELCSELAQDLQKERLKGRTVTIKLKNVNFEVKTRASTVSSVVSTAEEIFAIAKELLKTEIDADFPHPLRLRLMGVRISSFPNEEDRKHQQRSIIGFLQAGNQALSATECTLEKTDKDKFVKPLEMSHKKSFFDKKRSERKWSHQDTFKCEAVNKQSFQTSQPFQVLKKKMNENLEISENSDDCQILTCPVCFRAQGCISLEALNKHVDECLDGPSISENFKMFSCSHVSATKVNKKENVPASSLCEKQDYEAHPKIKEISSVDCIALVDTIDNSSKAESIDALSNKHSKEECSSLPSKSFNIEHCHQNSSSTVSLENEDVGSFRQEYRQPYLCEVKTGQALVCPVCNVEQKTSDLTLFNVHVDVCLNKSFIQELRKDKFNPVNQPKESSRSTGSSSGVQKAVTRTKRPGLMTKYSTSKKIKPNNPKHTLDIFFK
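Enzyme at 10 nM met test compounds for 15 min at room temperature. Substrate addition (50 nM final) began the reaction, which was monitored by fluorescence at 0 and 10 min.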
POLH inh = blocks human DNA polymerase eta activity. Q9Y253. recombinant Pol eta, fluorescent DNA replication assay. Potency, µM (highest dose often 114 µM), for inactives: at the top dose activity change, negative = inhibition, most hits filed as inhibitors. actives 1.2% (n = 390,000). AID 588591; note: potency is the fitted concentration of half-maximal effect; % is set by controls: 0 for no effect and ±100 for the full control effect
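Fluorescent replication assay: 50 nM final substrate added after a 15 min room-temperature compound preincubation with 10 nM enzyme. Signal taken at 0 min and again at 10 min.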
POLB inh = DNA polymerase beta (human) inhibition. P06746. Potency, µM (doses to about 114 µM), for the others: top-dose activity change, negative = inhibition, actives largely listed as inhibitors. Pol beta primer extension/strand displacement, fluorescence kinetic. AID 485314. actives 1.3% (n = 340,000); note: potency is the fitted concentration of half-maximal effect; % is set by controls: 0 for no effect and ±100 for the full control effect
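Pol beta (10 nM) and compounds were preincubated 15 min at room temperature, then 50 nM substrate (final) started primer extension/strand displacement. Reads were taken at 0 and 10 min; concentration-response data were fitted to a four-parameter Hill equation.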
BLM inh = inhibitors of human Bloom syndrome helicase BLM. actives 0.2% (n = 350,000). P54132. recombinant BLM DNA unwinding, fluorescence dequenching. Potency, µM (doses to about 56.1 µM), inactives show top-dose activity change, negative = inhibition, most hits filed as inhibitors;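 note: potency is the fitted concentration of half-maximal effect; plate controls were vehicle for no effect and no enzyme for full effect; nearly all actives have a fitted effect of over 35% in size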
* marks the source's active call; other numbers are inactive results; ? = inconclusive; / = not tested or not shown; [ ] = remark or other dose. Unless noted, calls come from the whole dose curve; as a rule, active = well fitted curve in the direction sought with a large enough effect; inconclusive = small, poorly fitted or top-dose-only effect, or another doubt; inactive = no such curve, though single readings can be large; an effect the other way counts as inactive or inconclusive. Not all compounds are listed, so the mix of outcomes need not match the whole.

SMILES	APEX1 inh	Glioma ERSR ind	POLI inh	LDHA block	Apoferritin bind	POLK inh	POLH inh	POLB inh	BLM inh
O=C(Cn1cc(S(=O)(=O)N2CCN(c3ccccc3F)CC2)c2ccccc2c1=O)Nc1cccc(C(F)(F)F)c1	/	-1%	42%[activator]	-2	-8%	3%	-20%	-1%	-10%
O=C(NC(=S)NNC(=O)c1ccccc1F)c1cccnc1	4%	1%	?	-7	-14%	-2%	7%	1%	-2%
N/C(=N\OC(=O)c1ccco1)c1cccnc1	0%	2%	92%[activator]	-1	-3%	-5%	-25%	42%[activator]	0%
CCC1CCCCN1CCCNC(=O)c1ccc2c(=O)n(Cc3ccc(OC)cc3)c(=O)[nH]c2c1 (stereo unspecified)	-2%	-4%	-6%	-3	-12%	0%	-9%	9%	-5%
O=C(NCCC1=CCCCC1)c1ccc2c(c1)ncn2-c1ccc(F)c(F)c1	/	1%	-22%	2	-3%	-17%[60.1 µM]	-11%	-28%	-3%
Cc1ccc(NC2CCCN(C(=O)CCC(=O)c3ccccc3)C2)cc1C (stereo unspecified)	-3%	-3%	12%	4	?	7%	-14%	3%	-6%
COc1ccc(/C=N/NC(=O)C2c3ccccc3-c3ccccc32)cc1	-2%	-2%	-1%	-6	0%	0%	-15%	0%	1%
O=C(CCN1CCc2ccccc2C1)Nc1ccc(F)c(F)c1	14%	-4%	-7%	-2	-8%	-23%	-12%	4%	6%
Cc1cccc(CCNC(=O)CCCOc2cc(=O)n(C)c3ccccc23)c1	-1%	5%	81%[activator]	-1	-12%	-11%	-20%	75%[activator]	-3%
Cc1ccc(/C=C(\C#N)c2nn(-c3ccccc3)c(N)c2C#N)cc1	5%	1%	6%	2	1%	-21%	-12%	-10%	-6%
CCc1nn(CC(=O)NCCC(C)C)c(=O)c2cc3occc3n12	/	-5%	32%[activator]	-7	2%	-5%	-11%	-14%	1%
CC1(C)Oc2nc3ccccc3n2/C1=C\C#N	-5%	-4%	2%	-1	13%	-1%	-6%	7%	-10%
O=C(NCc1cccnc1)c1cccc(OC2CCN(Cc3ccc(CO)o3)CC2)c1	-1%	2%	-13%	-11	-6%	-15%	4%	-19%	-2%
COc1ccc(OC)c(-c2ccccc2/C=N/NS(=O)(=O)c2ccc(C)cc2)c1	6%[12.4 µM]	-6%	/	/	-1%[15.3 µM]	/	/	/	0%[12.4 µM]
Fc1cc(F)c(C2SCCN2C(=S)Nc2cccc(C(F)(F)F)c2)c(F)c1 (stereo unspecified)	3%	5%	4%	-11	-17%	-10%	-3%	-1%	-1%
CC(=O)N1c2ccc(S(=O)(=O)NCCC(=O)NC3CCC(C)CC3)cc2CC1C (stereo unspecified)	39%	-1%	43%[activator]	-2	2%	6%	-9%	10%	-1%
CCOCCCNC(=O)CN1CCN(S(=O)(=O)c2ccc3c(c2)CCC3)CC1	3%	-2%	27%	1	/	2%	3%	/	/
CCCNC(=O)C1CCN(S(=O)(=O)c2c(C)noc2/C=C\c2ccc(OC)cc2)CC1	-2%	-2%	7%	0	-5%	3%	-6%	10%	1%
O=C(CN1C(=O)NC(Cc2c[nH]c3ccccc23)C1=O)NC1CC1 (stereo unspecified)	-1%	4%	20%	-2	3%	4%	-32%	5%	-1%
Cc1cccc(/C(N)=N/OC(=O)c2ccc3c(c2)OCO3)c1	11%	-5%	-15%	-1	-8%	-13%	-10%	-2%	2%
COc1cc(CNCCC2CCOC(C)(C)C2)ccc1O (stereo unspecified)	-3%	-5%	24%	2	-6%	-7%	-2%	3%	1%
CCC(=O)N1CCc2cc(Br)cc(S(=O)(=O)CCC(=O)Nc3ccc(C)c(C)c3)c21	/	-5%	9%	-1	-10%	-5%[60.1 µM]	-15%	?	-4%
COc1ccc(Cl)cc1C=CC=NNS(=O)(=O)c1ccc(C)cc1	/	-7%	-1%	-4	/	-12%	-9%	/	/
O=C(O)CSc1nnc(CNc2ccc(F)cc2)n1-c1ccccc1	?	-4%	-4%	5	-7%	4%	-13%	7%	-1%

A second format for part of the listing above.
| smiles | APEX1 inh | Glioma ERSR ind | POLI inh | LDHA block | Apoferritin bind | POLK inh | POLH inh | POLB inh | BLM inh |
| --- | --- | --- | --- | --- | --- | --- | --- | --- | --- |
| O=C(NCc1cccnc1)c1cccc(OC2CCN(Cc3ccc(CO)o3)CC2)c1 | -1% | 2% | -13% | -11 | -6% | -15% | 4% | -19% | -2% |
| COc1ccc(OC)c(-c2ccccc2/C=N/NS(=O)(=O)c2ccc(C)cc2)c1 | 6%[12.4 µM] | -6% | / | / | -1%[15.3 µM] | / | / | / | 0%[12.4 µM] |
| Fc1cc(F)c(C2SCCN2C(=S)Nc2cccc(C(F)(F)F)c2)c(F)c1 (stereo unspecified) | 3% | 5% | 4% | -11 | -17% | -10% | -3% | -1% | -1% |
| CC(=O)N1c2ccc(S(=O)(=O)NCCC(=O)NC3CCC(C)CC3)cc2CC1C (stereo unspecified) | 39% | -1% | 43%[activator] | -2 | 2% | 6% | -9% | 10% | -1% |
| CCOCCCNC(=O)CN1CCN(S(=O)(=O)c2ccc3c(c2)CCC3)CC1 | 3% | -2% | 27% | 1 | / | 2% | 3% | / | / |
| CCCNC(=O)C1CCN(S(=O)(=O)c2c(C)noc2/C=C\c2ccc(OC)cc2)CC1 | -2% | -2% | 7% | 0 | -5% | 3% | -6% | 10% | 1% |
| O=C(CN1C(=O)NC(Cc2c[nH]c3ccccc23)C1=O)NC1CC1 (stereo unspecified) | -1% | 4% | 20% | -2 | 3% | 4% | -32% | 5% | -1% |
| Cc1cccc(/C(N)=N/OC(=O)c2ccc3c(c2)OCO3)c1 | 11% | -5% | -15% | -1 | -8% | -13% | -10% | -2% | 2% |
| COc1cc(CNCCC2CCOC(C)(C)C2)ccc1O (stereo unspecified) | -3% | -5% | 24% | 2 | -6% | -7% | -2% | 3% | 1% |

Later entries
SMILES	APEX1 inh	Glioma ERSR ind	POLI inh	LDHA block	Apoferritin bind	POLK inh	POLH inh	POLB inh	BLM inh
CCn1ncc(/C=N\NC(=O)COc2cc(C)cc(C)c2)c1C	22%	-1%	28%	-3	0%	11%	-16%	?	3%
O=C1CCC(C(=O)Nc2ccccc2N2CCCC2)=NN1	26%	-3%	?	2	/	-12%	4%	/	/
c1ccc(CN2OCC3Cn4c(nc5ccccc54)C32)cc1 (stereo unspecified)	0%	-5%	-25%	1	-3%	19%	-14%	29%	1%
O=S(=O)(N/N=C\c1c(F)cccc1Cl)c1ccc(Cl)cc1	1%	0%	?	-4	-22%	-1%	1%	40%	0%
CCN(CC(=O)Nc1ccccc1C(F)(F)F)C(=O)c1cccc(N2C(=O)CCC2=O)c1	27%	-3%	31%[activator]	-2	/	4%	-6%	/	/
COc1ccc2nc(NC(=O)CC3Oc4ccccc4NC3=O)sc2c1 (stereo unspecified)	-3%	-3%	19%	-12	-2%	-2%	-1%	6%	-3%
O=C(O)c1ccccc1C(=O)c1ccc(Br)s1	?	1%	63%[activator]	-13	-2%	-2%	1%	0%	-2%
O=C(CSc1n[nH]c(=O)n1C1CC1)c1ccc(F)cc1	-6%	3%	27%	1	3%	-1%	3%	19%	-2%
O=C(Nc1ccc(N2C(=O)C3C4C=CC(C4)C3C2=O)cc1)Nc1cccnc1 (stereo unspecified)	-2%	1%	-5%	6	?	-17%	-14%	-15%	-18%
CCOc1cc(CNCc2cccs2)ccc1OCC(=O)NC(C)(C)C	1%	-2%	6%	-3	-15%	-16%	-21%	17%	-16%
CCCCn1c(N)c(N(CCOC)C(=O)c2cc(S(=O)(=O)N3CCCCC3)ccc2C)c(=O)[nH]c1=O	11%	-4%	24%	-6	/	5%	-7%	/	/
COc1ccc(CN2CC(C(=O)NCCc3ccc(C)cc3)CC2=O)cc1 (stereo unspecified)	-3%	-3%	49%[activator]	-1	-6%	-5%	2%	25%	1%
COc1ccccc1N1CCN(c2ccc(=O)n(CC(=O)O)n2)CC1	/	-1%	25%	-1	-10%	-7%	?	-8%	1%
CCN(CC)c1ncnc2c1[nH]c1ccccc12	-1%	1%	24%	-17	-8%	-4%	-23%	12%	2%
CC(=O)NC(CCS(C)(=O)=O)C(=O)Nc1nc(C)cs1 (stereo unspecified)	-3%	-3%	-27%	-4	3%	-7%	-10%	23%	2%
COc1ccc(/C=C/C(=O)NCc2c(C)nn(C)c2C)cc1COc1ccc(Br)cc1	-2%	-8%	23%	-4	?	-5%	-20%	17%	-2%
CCC1SC2=NC(C)=C(C(=O)OC)C(c3ccc(C(=O)OC)cc3)N2C1=O (stereo unspecified)	-2%	-6%	-3%	-3	?	5%	-10%	29%	-3%
COc1ccc(OC)c(CNC(=O)c2c3c(nc4ccccc24)C(=O)N(C2CCCCC2)C3)c1	/	-3%	3%	0	-10%	-10%	-6%	?	0%
COc1ccc(CNC(=O)Cc2ccc(-c3ccccc3)cc2)cc1OC	17%	-4%	25%	-3	-15%	-2%	-3%	-1%	-4%
O=C(COC(=O)c1ccc(F)cc1)Nc1cc(S(=O)(=O)N2CCOCC2)ccc1N1CCCC1	14%	5%	106%[activator]	-6	-10%	-3%	-6%	11%	-5%
CC1(CCc2ccccc2)NC(=S)N(c2ccc(Cl)cc2)N1 (stereo unspecified)	4%	1%	0%	4	-17%	-5%	-23%	12%	-1%
O=C(O)c1ccccc1COc1ccccc1Cl	19%	2%	22%	-2	-8%	-4%	7%	2%	-5%
COc1cc(C2NC(=O)CCC2[N+](=O)[O-])cc(Br)c1OC (stereo unspecified)	12%	-7%	23%	-6	-5%	8%	-13%	15%	-3%

Screening data as filed in PubChem BioAssay.
